B2AR arrestin: agonists driving beta-arrestin recruitment to human beta2-adrenergic receptor; Potency, µM (series often up to 46.1 µM), for the others: at the highest dose activation, hits mostly activators; 330,000 tested, 0.02% active; P07550; AID 492947; beta-arrestin recruitment to beta2AR, cell-based reporter;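 note: potency is the fitted concentration of half-maximal effect; 0% = DMSO controls and full agonism = EC100 isoproterenol or metaproterenol; nearly all actives have a fitted effect of over 65% in size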
Target sequence (P07550 whole entry, looked up): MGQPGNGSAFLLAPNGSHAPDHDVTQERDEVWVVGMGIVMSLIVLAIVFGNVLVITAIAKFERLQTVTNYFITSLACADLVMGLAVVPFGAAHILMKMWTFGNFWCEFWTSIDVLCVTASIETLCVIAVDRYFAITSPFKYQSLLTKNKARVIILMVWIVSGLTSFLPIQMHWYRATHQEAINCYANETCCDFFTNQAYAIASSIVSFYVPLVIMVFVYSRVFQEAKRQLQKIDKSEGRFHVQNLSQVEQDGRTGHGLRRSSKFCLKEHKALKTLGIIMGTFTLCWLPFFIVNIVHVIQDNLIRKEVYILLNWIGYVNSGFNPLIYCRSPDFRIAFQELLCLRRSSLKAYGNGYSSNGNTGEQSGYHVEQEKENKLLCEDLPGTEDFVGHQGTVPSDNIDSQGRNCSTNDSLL
PKM2 activator: activators of human pyruvate kinase M2; P14618; 260,000 tested, 0.34% active; Potency, µM (highest dose often 57.5 µM), for the others: top-dose activation, actives largely listed as activators; AID 1631; purified PKM2, Kinase-Glo ATP luminescence, activation; response scale: 0% is enzyme alone, no compound; note: potency is the fitted concentration of half-maximal effect; nearly all actives have a fitted effect of over 55% in size
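ATP formation by purified human PK-M2, quantified via coupled luciferase luminescence after 1 h at room temperature with 0.1 mM ADP and 0.5 mM PEP final.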
BCR signal inh: inhibitors of chronic active B-cell receptor signaling. Potency, µM (highest dose often 46.1 µM), for inactives: at the highest dose ratio change, negative = lower green/red ratio, hits mostly inhibitors. ABC-DLBCL IkBa-CBG/CBR reporter, luminescence ratio, 4 h. 340,000 tested, 0.05% active; active = well fitted inhibition curve with a large enough effect in the signal ratio, with a control signal flat, not every such curve was filed as active; inconclusive = small, poorly fitted or top-dose-only effect, or effect the other way, or a change in a side signal; the % refers to the signal ratio;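 note: potency is the fitted concentration of half-maximal effect; plate controls were basal doxycycline-induced cells for no effect and cells given 10 µM MG132 for full effect; MG132 reads +100%, hits lower the ratio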
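Compounds up to 46 uM were incubated four hours with TMD8 cells whose green CBG68 luciferase is fused to IkappaBalpha; red CBR luminescence normalised the signal, and concentration-effect curves were fitted to fusion, red and ratio data.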
Eya2 inh: inhibitors of human Eya2 phosphatase activity; recombinant Eya2, OMFP fluorescence dephosphorylation (OMFP is methylfluorescein phosphate); Potency, µM (titrated, usually from 76.9 µM), without a hit: at the highest dose activity, negative = inhibition, hits mostly inhibitors; 330,000 tested, 0.006% active; note: potency is the fitted concentration of half-maximal effect
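Eya2 protein (added as 0.2 uM solution) was preincubated with compound for 10 min at ambient temperature in 50 mM HEPES pH 7.5, 50 mM NaCl, 5 uM MgCl2, 0.05% BSA, 1 mM DTT. OMFP (added at 50 uM) then reacted 10 min; fluorescence read at 485/525 nm.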
hERG WT inh: KCNH2 (human, wildtype) channel inhibition | Q12809 | U2OS, BacMam KCNH2, thallium flux FluxOr; active compounds read low | activity change, % at 1.84 µM | 340,000 tested, 0.37% active | AID 720551;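 active = maximum activity change below -70%; inconclusive = maximum activity change between -70% and -50%; inactive = maximum activity change above -50%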
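U2OS cells transduced with wild-type KCNH2 virus are loaded with FluxOr dye for 45 min, and thallium flux is measured in kinetic reads before and after stimulation buffer. Rate constants are normalized to DMSO controls.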
USP2a inh: inhibitors of human ubiquitin-specific protease USP2a; Potency, µM (series often up to 38.3 µM), for the others: at the top dose activity change, negative = inhibition, usual class: inhibitors; AID 463254; USP2 core, Ub-CHOP2 coupled fluorogenic reporter, 485/531; O75604; 330,000 tested, 0.01% active;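 note: potency is the fitted concentration of half-maximal effect; plate controls were DMSO wells for no effect and full inhibition by NEM control for full effect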
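Cell-free coupled assay: 10nM USP2 core preincubated 30min RT with compound in Tris-HCl pH 8.0/CaCl2/CHAPS buffer, then 25nM Ub-CHOP2 and 25nM reporter substrate; fluorescence (Ex 485/Em 531) read after 60min RT, normalized to NEM inhibition, concentration-response curves fitted.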
KCNH2 3.1 block: KCNH2 3.1 (human) potassium channel inhibition | activity change, % (tested at about 1.8 µM) | 340,000 tested, 0.95% active | U2OS KCNH2 3.1, thallium flux FluxOr; active compounds read low | AID 720553;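 active = maximum activity change below -70%; inconclusive = maximum activity change from -70% to -50%; inactive = maximum activity change above -50%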;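 note: thallium influx rate constant from kinetic fluorescence after stimulation buffer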
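Measured as rate of thallium-driven FluxOr signal in transduced U2OS cells carrying the 3.1 channel, read kinetically for 2 min upon stimulation; values are rate constants scaled to DMSO control wells.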
Giardia kill: Giardia lamblia killing; 340,000 tested, 0.15% active; activity change, % at 7.66 µM, hits read low; Giardia lamblia trophozoite viability; in the data active = activity change below about -80%; inconclusive = between about -30% and that limit;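 note: parasites exposed to compound for two days anaerobically before the ATP read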
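Each well holds 100 Giardia trophozoites and compound. After two days (48 hrs) at 37 deg C in anaerobic conditions, ATP is quantified by luminescence.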
GALK inh: inhibitors of human galactokinase | 270,000 tested, 0.007% active | AID 1868 | Purified GALK, Kinase-Glo residual ATP luminescence | P51570 | Potency, µM (doses to about 57.5 µM), inactives show at the top dose activity change, negative = inhibition, most hits filed as inhibitors; note: potency is the fitted concentration of half-maximal effect
Target sequence (P51570 whole entry, looked up): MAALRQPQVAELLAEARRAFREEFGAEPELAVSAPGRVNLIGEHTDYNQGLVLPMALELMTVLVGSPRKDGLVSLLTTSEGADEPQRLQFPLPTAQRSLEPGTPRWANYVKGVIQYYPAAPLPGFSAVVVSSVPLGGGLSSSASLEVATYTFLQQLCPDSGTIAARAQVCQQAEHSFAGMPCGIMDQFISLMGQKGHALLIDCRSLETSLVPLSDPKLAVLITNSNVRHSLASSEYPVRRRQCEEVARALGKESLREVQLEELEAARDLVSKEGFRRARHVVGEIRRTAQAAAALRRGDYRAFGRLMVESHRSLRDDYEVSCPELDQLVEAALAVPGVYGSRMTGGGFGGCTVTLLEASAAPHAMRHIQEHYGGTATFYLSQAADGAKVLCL
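Quantitative HTS: GALK 5 nM, ATP 35 uM, galactose 100 uM, 1 h room temperature, then luciferase-based ATP detection.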
Coupling enz: inhibits coupling enzyme system, counter-screen for aldolase hits; activity change, negative = inhibition, % at 58.2 µM, hits read low; coupling enzyme system counterscreen, AmpLite Red fluorescence; 290,000 tested, 0.67% active; in the data active = activity change below about -30%
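Coupling enzymes only (glyceraldehyde-3-phosphate) + compound, at 57.5 uM final, 10 min RT; add substrate/coupling/AmpLite Red mix, 20 min RT; fluorescence ex 525/em 598 nm. Actives flag coupling-system interference.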
uPA generation: cell surface uPA generation inhibition. 330,000 tested, 0.31% active. cell surface uPA generation assay, qHTS. Potency, µM (top dose mostly 38.3 µM), without a hit: at the top dose activity change, negative = inhibition, hits mostly inhibitors; active = well fitted inhibition curve with a large enough effect; inconclusive = small, poorly fitted or top-dose-only effect; inactive = no such curve, though single readings can be large or run the other way; tested in mouse RAW 264.7 cells; note: potency is the fitted concentration of half-maximal effect; nearly all actives have a fitted effect of over 55% in size
* = called active by the depositor; & = joins results of further samples; [ ] = dose if it differs, or a comment. Unless noted, calls come from the whole dose curve; as a rule, active = well fitted curve in the direction sought with a large enough effect; inconclusive = small, poorly fitted or top-dose-only effect, or another doubt; inactive = no such curve, though single readings can be large; an effect the other way counts as inactive or inconclusive. Unless noted, % is set by controls: 0 for no effect and ±100 for the full control effect. Rows were taken by chance, and some 2.4% of all compounds hit somewhere here.

Results for CC(=O)Nc1ccc(SCC(=O)N(CCC#N)c2ccc(C)cc2)cc1 ?
B2AR arrestin: -1.1%; PKM2 activator: -2%; BCR signal inh: -10%; Eya2 inh: -26%; hERG WT inh: -5; USP2a inh: 3%; KCNH2 3.1 block: 2; Giardia kill: -8; GALK inh: -1%; Coupling enz: 1; uPA generation: 2%

What do the screens show for `CCN1CCN(S(=O)(=O)c2ccc(Cl)c(C(=O)N(C)CCOc3ccc(Cl)cc3)c2)CC1`?
B2AR arrestin: 0.1%; BCR signal inh: 4%; Eya2 inh: 16%; hERG WT inh: 3; USP2a inh: 2%; KCNH2 3.1 block: -6; Giardia kill: 9; uPA generation: -30%

How did COCCN(C(=O)CNC(=O)c1ccco1)C(C(=O)NC1CCCC1)c1ccc(OC)cc1 (stereo unspecified) do in these assays?
B2AR arrestin: -0.4%; PKM2 activator: 0%; BCR signal inh: 3%; Eya2 inh: 0%; hERG WT inh: 2; USP2a inh: -1%; KCNH2 3.1 block: 7; Giardia kill: 13; GALK inh: -2%; Coupling enz: 0; uPA generation: -2%

What do the screens show for `O=C(O)c1ccc(Nc2ccc([N+](=O)[O-])c3nonc23)cc1`?
B2AR arrestin: -0.4%; PKM2 activator: -19%; BCR signal inh: 13%; Eya2 inh: -23%; hERG WT inh: -1; USP2a inh: -7%; KCNH2 3.1 block: 0; Giardia kill: 1; GALK inh: 0%; Coupling enz: -1; uPA generation: 3%

What do the screens show for `CCc1nc2ccccc2n1CC(=O)N1CCN(S(=O)(=O)c2cccc(C(F)(F)F)c2)CC1`?
B2AR arrestin: -0.5%; PKM2 activator: -6%; BCR signal inh: -5%; Eya2 inh: -8%; hERG WT inh: 4; USP2a inh: 0%; KCNH2 3.1 block: -13; Giardia kill: 4; GALK inh: -1%; Coupling enz: 3; uPA generation: 0%

Results for Cc1cc(C)n2nc(C(=O)OCC(=O)N(CCC#N)c3ccc(F)cc3)nc2n1 ?
B2AR arrestin: -0.1%; BCR signal inh: -4%; Eya2 inh: 9%; hERG WT inh: -2; USP2a inh: 1%; KCNH2 3.1 block: -4; Giardia kill: -3; uPA generation: 14%

How did C=CCN1C(=O)C2(OCCCO2)c2cc(Cl)ccc21 do in these assays?
B2AR arrestin: 0.0%; PKM2 activator: 3%; BCR signal inh: 2%; Eya2 inh: -1%; hERG WT inh: -1; USP2a inh: 0%; KCNH2 3.1 block: 1; Giardia kill: -24; GALK inh: -3%; Coupling enz: 2; uPA generation: 20%

What do the screens show for `Oc1ccc(N2CCN(c3ncnc4sc5c(c34)CCC5)CC2)cc1`?
B2AR arrestin: 0.5%; PKM2 activator: 8%; BCR signal inh: -17%; Eya2 inh: 2%; hERG WT inh: 6; USP2a inh: -2%; KCNH2 3.1 block: -19; Giardia kill: 7; GALK inh: -1%; Coupling enz: 0; uPA generation: -8%

What do the screens show for `CC(=O)C1=C(C)N(Cc2ccccc2)C(=O)N[C@H]1c1cccc(C(F)(F)F)c1`?
B2AR arrestin: -0.2%; PKM2 activator: -1%; BCR signal inh: inconclusive; Eya2 inh: -10%; hERG WT inh: 6; USP2a inh: 2%; KCNH2 3.1 block: 3; Giardia kill: 1; Coupling enz: 0&4; uPA generation: -3%

How did Cc1cc(Nc2cccc(Cl)c2)nc(NCc2ccccc2)n1 do in these assays?
B2AR arrestin: 0.0%; PKM2 activator: 3%; BCR signal inh: inconclusive; Eya2 inh: -34%; hERG WT inh: 26; USP2a inh: 4%; KCNH2 3.1 block: -17; Giardia kill: -12; GALK inh: -5%; Coupling enz: -6; uPA generation: inconclusive

What do the screens show for `COc1ccc(C)cc1NC(=O)CSc1nc2ccccc2nc1N1CCCCC1`?
B2AR arrestin: 0.2%; PKM2 activator: 2%; BCR signal inh: -2%; Eya2 inh: -7%; hERG WT inh: 3; USP2a inh: -4%; KCNH2 3.1 block: -6; Giardia kill: -6; Coupling enz: -3; uPA generation: 7%

What do the screens show for `O=C(COc1ccc(Br)cc1Cl)NC(=O)Nc1ccc2c(c1)OCCO2`?
B2AR arrestin: -0.1%; PKM2 activator: 10%; BCR signal inh: -4%; Eya2 inh: -3%; hERG WT inh: 8; USP2a inh: 2%; KCNH2 3.1 block: -4; Giardia kill: -20; GALK inh: 3%; Coupling enz: 0; uPA generation: -4%

How did O=C(/C=C/c1cccnc1)c1ccc([N+](=O)[O-])cc1 do in these assays?
B2AR arrestin: -0.3%; PKM2 activator: 10%; BCR signal inh: 3%; Eya2 inh: -13%; hERG WT inh: -6; USP2a inh: 2%; KCNH2 3.1 block: -2; Giardia kill: 42[activator]; GALK inh: 2%; Coupling enz: 0; uPA generation: -6%

Results for CSC1=NC2(CCCCC2)C2=C(CCCC2)N1 ?
B2AR arrestin: 0.2%; PKM2 activator: -5%; BCR signal inh: 7%; Eya2 inh: -1%; hERG WT inh: -15; USP2a inh: 1%; KCNH2 3.1 block: -7; Giardia kill: 0; GALK inh: 11%; Coupling enz: 5; uPA generation: -12%

How did CC(C)CNC(=O)c1nn(Cc2ccccc2)c(=O)c2ccccc12 do in these assays?
B2AR arrestin: -0.3%; PKM2 activator: -3%; BCR signal inh: inconclusive; Eya2 inh: -11%; hERG WT inh: -24; USP2a inh: 0%; KCNH2 3.1 block: -28; Giardia kill: -5; GALK inh: 7%; Coupling enz: 1; uPA generation: -1%

Results for CCN(CC)C(=S)SCC(=O)Nc1ncc2c(n1)CCCC2=O ?
B2AR arrestin: -0.4%; PKM2 activator: 2%; BCR signal inh: -5%; Eya2 inh: -14%; hERG WT inh: -3; USP2a inh: 1%; KCNH2 3.1 block: 11; Giardia kill: -5; GALK inh: -1%; Coupling enz: 0; uPA generation: 0%

How did O=C(CCNS(=O)(=O)c1ccc(Br)cc1)NCc1ccc2c(c1)OCO2 do in these assays?
B2AR arrestin: 0.4%; PKM2 activator: 0%; BCR signal inh: inconclusive; Eya2 inh: -12%; hERG WT inh: 8; USP2a inh: -2%; KCNH2 3.1 block: -6; Giardia kill: -12; GALK inh: -2%; Coupling enz: 1

What do the screens show for `O=C(COC(=O)c1ccccc1NS(=O)(=O)c1cccs1)NC1CCCCC1`?
B2AR arrestin: 1.8%; PKM2 activator: -21%; BCR signal inh: 2%; Eya2 inh: 1%; hERG WT inh: 5; USP2a inh: 1%; KCNH2 3.1 block: -4; Giardia kill: -10; GALK inh: -3%; Coupling enz: 5; uPA generation: 3%

Results for O=C(CCc1ccccc1)N1CCN(c2ccc(Cl)cc2)CC1 ?
PKM2 activator: -1%; hERG WT inh: 4; KCNH2 3.1 block: 4; Giardia kill: 11; GALK inh: 5%; Coupling enz: 3; uPA generation: 16%

Results for COc1ccc(C(CNC(=O)c2ccc(Cl)s2)N2CCOCC2)cc1 (stereo unspecified) ?
B2AR arrestin: 3.3%; BCR signal inh: -9%; Eya2 inh: 3%; hERG WT inh: -2; USP2a inh: -1%; KCNH2 3.1 block: -11; Giardia kill: 8; uPA generation: -4%

Results for CCCCCC(=O)NC(NC(=S)N1CCOCC1)C(Cl)(Cl)Cl (stereo unspecified) ?
B2AR arrestin: 2.2%; PKM2 activator: 2%; BCR signal inh: 8%; Eya2 inh: 5%; hERG WT inh: -2; USP2a inh: 3%; KCNH2 3.1 block: 0; Giardia kill: -9; GALK inh: 0%; Coupling enz: 2; uPA generation: 5%

Results for COc1ccccc1Nc1nnc(SCC(=O)NC2CC2)s1 ?
B2AR arrestin: 0.0%; BCR signal inh: inconclusive; Eya2 inh: -6%; hERG WT inh: 25; USP2a inh: 2%; KCNH2 3.1 block: 9; Giardia kill: -5; uPA generation: 16%

What do the screens show for `O=C1N=C(N2CCOCC2)S/C1=C1\C(=O)N(Cc2ccccc2)c2ccc(Br)cc21`?
B2AR arrestin: -0.3%; PKM2 activator: -1%; BCR signal inh: -6%; Eya2 inh: 14%; USP2a inh: 0%; GALK inh: 4%; Coupling enz: 2

How did Cc1ccc(NC(=O)c2ccc(S(=O)(=O)NCc3ccco3)cc2)cc1 do in these assays?
B2AR arrestin: -1.0%; PKM2 activator: 3%; BCR signal inh: 10%; Eya2 inh: 5%; hERG WT inh: 7; USP2a inh: 4%; KCNH2 3.1 block: 0; Giardia kill: 32[activator]; GALK inh: 4%; Coupling enz: 2; uPA generation: -1%

What do the screens show for `Cc1ccc(C)c(-n2c(SCC(=O)Nc3nnc(C)s3)nnc2-c2ccoc2C)c1`?
B2AR arrestin: -0.2%; PKM2 activator: -1%; BCR signal inh: 2%; Eya2 inh: 5%; hERG WT inh: -15; USP2a inh: 3%; KCNH2 3.1 block: -9; Giardia kill: 9; GALK inh: 6%; Coupling enz: 4; uPA generation: -1%

How did CCOC(=O)CSc1nc2c(sc(=S)n2-c2ccccc2)c(=O)[nH]1 do in these assays?
B2AR arrestin: -1.1%; PKM2 activator: 1%; BCR signal inh: 2%; Eya2 inh: -4%; hERG WT inh: -24; USP2a inh: 1%; KCNH2 3.1 block: 14; Giardia kill: -2; Coupling enz: 2; uPA generation: 0%

What do the screens show for `O=C(NCCc1ccco1)c1cc(COc2cccc(C(F)(F)F)c2)on1`?
B2AR arrestin: 0.0%; PKM2 activator: 1%; BCR signal inh: inconclusive; Eya2 inh: -12%; hERG WT inh: -3; USP2a inh: 2%; KCNH2 3.1 block: -26; Giardia kill: inconclusive; GALK inh: 1%; uPA generation: -6%

Screens deposited in PubChem BioAssay by National Center for Advancing Translational Sciences (NCATS).
